# S3 lipid droplet – qHTS Assay for Lipid Storage Modulators in Drosophila S3 Cells. Drosophila S3 cells, BODIPY lipid droplet fluorescence, 18-24 h; cells fed with added oleic acid. 320,000 tested, 0.64% active. lipid storage change, negative = inhibition, % at the top dose, mostly 46.1 µM; hits show Potency in µM. AID 2685, 2010; active means well fitted inhibition curve with a large enough effect in the signal ratio, with a control signal flat, not every such curve was filed as active; inconclusive means small, poorly fitted or top-dose-only effect, or effect the other way, or a change in a side signal; the % refers to the signal ratio
#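 Drosophila S3 cells got compounds at several concentrations plus oleic acid (400 uM solution). Laser-scanning cytometry with 488 nm excitation read lipid droplets at 500-530 nm and cells at 575-640 nm. Percent activity was relative to 20 uM Triacsin C.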
# S3 lipid droplet cell count max – second read-out of S3 lipid droplet, no call of its own (marks repeat the call); cell number change, %; measured here: cell count max response;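 cells counted by Cell Tracker Red CMTPX staining in the red channel; peak over a dose series mostly up to 46.1 µM; percent activity relative to internal control wells on each plate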
# * marks the source's active call; other numbers are inactive results; i = inactive; ? = inconclusive; · = not tested or not shown; [ ] = remark or other dose. On the % scale 0 is the no-effect control and ±100 the full control effect; potency means the concentration at half of the fitted maximal effect. An excerpt; the hit share may differ from the screen's.
SMILES,S3 lipid droplet,S3 lipid droplet cell count max
Cn1c(SCC(=O)N/N=C/C=C/c2ccco2)nc2ccccc21,17%,1
COCCC(=O)N1CCC(Oc2ccc(C(=O)N3C[C@@H]4CCC[C@H]3C4)cc2)CC1,6%,-10
COc1ccc(/C=N/n2c(N)nc3ccccc32)cc1OC,?,·
CC(C)(C)c1cc(NS(=O)(=O)c2cccs2)no1,?,·
Cc1cccc(OCC(=O)O/N=C(\N)Cc2cccs2)c1,2%,-2
CCOC(=S)SCC(=O)Nc1nc(-c2ccccc2)cs1,23µM*,-23*
COc1ccc(S(=O)(=O)N2CCOC2CNC(=O)C(=O)NCCCN2CCOCC2)cc1 (configuration not stated),7%,-7
CCn1c(SCC(=O)Nc2ccccc2C(=O)OC)nc2c1c(=O)n(C)c(=O)n2C,?,·
COc1ccc(CNC(=O)C(C)NS(=O)(=O)c2ccc(C)cc2)cc1 (configuration not stated),1%,0
C=CS(=O)(=O)c1ccc(Oc2ccc(S(=O)(=O)C=C)cc2)cc1,?,·
OCCC1CN(Cc2ccc3cccc(F)c3n2)CCN1Cc1ccccc1 (configuration not stated),?,·
CSCC[C@H](NC(=O)N1CCn2c1nc1ccccc12)C(=O)NCc1ccccc1,?,·
O=C(NN=C1CCN(Cc2ccccc2)CC1)c1cc2ccccc2cc1O,?,·
O=C(Cn1c(=O)oc2ccccc21)NCCc1ccccc1Cl,-15%,·
Nc1c(C(=O)Nc2ccc(Br)cc2)sc2nc(-c3ccco3)ccc12,?,·
COc1ccc(CNS(=O)(=O)CCNC(=O)c2ccc(OC)cc2)cc1,?,·
COc1ccc(Cl)cc1NC(=O)CN1CCN(S(=O)(=O)N2CCOCC2)CC1,i,-3
Cc1nc2c(C)cccc2cc1C(=O)N/N=C/c1ccc(O)cc1,?,·
CCN(CC)CCn1nc(C)nc1-c1ccccc1O,?,·
CC(c1ccccc1)N1CCn2c(nc3cc(NC(=O)NC4CCCCC4)ccc32)C1 (configuration not stated),?,·
Cc1ccc(NC(=O)CCNC(=O)c2ccc(Br)cc2)nc1,-4%,-15
CCOC(=O)C1=C(COC(=O)/C=C/c2ccc(Cl)cc2)NC(=O)NC1C (configuration not stated),?,·
CCn1c2ccccc2c2cc(/C=N/n3cn[nH]c3=S)ccc21,7%,-9
COc1cccc(C(=O)COC(=O)COc2c(C)cc(C)cc2C)c1,7%,-5
Nc1nc(SCC(=O)c2cc3ccccc3o2)n[nH]1,?,·

# The closing five entries of the part before are carried over, then new ones follow:
SMILES,S3 lipid droplet,S3 lipid droplet cell count max
Cc1ccc(NC(=O)CCNC(=O)c2ccc(Br)cc2)nc1,-4%,-15
CCOC(=O)C1=C(COC(=O)/C=C/c2ccc(Cl)cc2)NC(=O)NC1C (configuration not stated),?,·
CCn1c2ccccc2c2cc(/C=N/n3cn[nH]c3=S)ccc21,7%,-9
COc1cccc(C(=O)COC(=O)COc2c(C)cc(C)cc2C)c1,7%,-5
Nc1nc(SCC(=O)c2cc3ccccc3o2)n[nH]1,?,·
COc1ccc(N(C(=O)COc2cccc(C)c2)S(=O)(=O)c2ccc(C)cc2)cc1,8%,5
COCCn1cc(C(=S)N2CCOCC2)c2ccccc21,?,·
Cc1ccc(NC(=O)CN(C)CC(=O)Nc2ccc(N3CCOCC3)cc2)c(C)c1,25%,24
COc1ccc(C(=O)Cc2cc3ccccc3oc2=O)cc1,?,·
O=C(NCCc1ccncc1)C(F)(F)F,i,-5
CC[n+]1c(C)n(C)c2cc(S(=O)(=O)N(C)C)ccc21,-4%,10
Cc1cc(C)nc(N/N=C/c2ccco2)n1,?,·
COc1ccc(Cc2c(O)nc(SCC(=O)NC34CC5CC(CC(C5)C3)C4)[nH]c2=O)cc1,?,·
Cc1ccc(Cl)cc1NC(=S)N(CCN(C)C)Cc1cccs1,?,·
COc1cc(NC(=O)CSc2nc(C)cs2)cc(OC)c1,?,·
Cc1ccc(/C=N/NC(=O)c2c(-c3ccccc3)noc2C)c(O)c1,?,·
CC(C)(C)C(=O)Nc1cccc(-c2nc3ccccc3[nH]2)c1,i,7
O=C(Nc1ncn[nH]1)c1ccccc1Br,?,·
CC(=O)N(Cc1cc(=O)[nH]c2ccccc12)c1ccccc1C,-19%,11
S=C(NCC1CCCO1)Nc1ccc(Nc2ccccc2)cc1 (configuration not stated),?,·
CCOC(=O)c1c(C)[nH]c(C)c1C(=O)COc1ncnc2ccccc12,1%,2
CN1CCN(CCn2c(=S)[nH]c3ccccc3c2=O)CC1,-20%,-9
CCOC(=O)C1CCCN(CCSc2ccc(C)cc2)C1 (configuration not stated),?,·
C/C(=N/NC(=O)COc1cc(C)ccc1C(C)C)C(=O)O,4%,2
O=C(Nc1nc(-c2cccs2)cs1)c1ccc(S(=O)(=O)N2CCCCC2)cc1,?,·
NC(=O)NC(=O)CC1S/C(=N/N=C2\CSC(=O)N2)NC1=O (configuration not stated),-15%[9.22 µM],-17
O=C(CCOc1ccccc1)NCC(c1ccco1)N1CCCCC1 (configuration not stated),?,·
CC(C)(C)C#CC(CCc1ccccc1)OS(N)(=O)=O (configuration not stated),?,·
Cc1ccc(N2CCN(S(=O)(=O)N3CCCCC3)CC2)cc1C,-8%,7
CCCCn1c(=O)n(CC(O)c2ccccc2)c(=O)c2c1ncn2C1CCCC1 (configuration not stated),?,·
# Carrying on:
SMILES,S3 lipid droplet,S3 lipid droplet cell count max
O=C(Cc1ccccc1)NNS(=O)(=O)c1ccc([N+](=O)[O-])cc1,1.5µM*,0.1*
O=c1cc(N2CCN(Cc3ccccc3)CC2)c(-c2ccccc2)n[nH]1,-14%,13
Cc1cc(C)c(C)c(S(=O)(=O)NCc2ccc(C(=O)N3CCN(C)CC3)cc2)c1C,i,-18
Cc1ccc(O)c(CNCCNCc2cc(C)ccc2O)c1,?,·
CC1CCCN(Cc2nc3c(c(=O)n(C)c(=O)n3C)n2CCc2ccccc2)C1 (configuration not stated),?,·
COc1cccc(-n2nc(-c3ccnn3-c3cccc(Cl)c3)c(=O)n(C)c2=O)c1,-6%,1
CC(OC(=O)Cc1n[nH]c(=O)c2ccccc12)C(=O)Nc1cccc([N+](=O)[O-])c1 (configuration not stated),?,·
COc1ccc(NC(=O)C2CCCCN2S(=O)(=O)c2ccc(F)cc2)c(OC)c1 (configuration not stated),?,·
O=C(Cn1c(=O)c2c3c(sc2n(Cc2ccccc2)c1=O)CCCC3)NCCO,?,·
Cc1cc(=O)[nH]c(Nc2cccc(Cl)c2C)n1,9%,5
CC(=O)c1cccc(NC(=O)C2C3C=CC(C4CC34)C2C(=O)O)c1 (configuration not stated),?,·
CN(C)CCNC(=O)/C(=C/c1ccc(-c2cccc([N+](=O)[O-])c2)o1)NC(=O)c1ccccc1,?,·
C=CCNC(=O)/C(=C\c1ccc(OC)cc1)NC(=O)c1ccc([N+](=O)[O-])cc1,?,·
Cc1noc(NS(=O)(=O)c2ccc(NC(=O)CSc3nc4c(cc3C#N)CCCCC4)cc2)c1C,?,·
c1ccc(CCn2nnnc2CN2CCN(C3CCCC3)CC2)cc1,i,·
Cc1ccccc1CNC(=O)C1CCCN(c2nnc(C)c3c(C)n(-c4ccccc4)nc23)C1 (configuration not stated),?,·
COc1ccc(-c2oc3ncn4nc(Cc5ccccc5)nc4c3c2-c2ccc(OC)cc2)cc1,?,·
CCOC(=O)c1ccccc1OCc1cc(/C=N/NC(=O)c2ccncc2)ccc1OC,?,·
CCN(C(=O)c1cc(Cl)ccc1OC)c1ccccc1C,-4%,-8
CCC(C)NC(=O)C1CCN(S(=O)(=O)c2ccc3nc4c(c(C(=O)O)c3c2)CCCCC4)CC1 (configuration not stated),i,3
O=C(CNc1cccc2ccccc12)N/N=C/c1cccc(Oc2ccccc2)c1,?,·
CCNC(=O)CCn1nc(-c2ccc(C)cc2)c2ccccc2c1=O,?,·
COc1cccc(/C=C2/Sc3ccc(C(=O)NCCCN4CCCC4)cc3NC2=O)c1,?,·
COc1ccccc1OCCCC(=O)Nc1ccc(N2CCOCC2)cc1,32%,·
C=C[C@H](CC(C)C)N(Cc1ccccc1)S(=O)(=O)N(Cc1ccc(OC)cc1)[C@H](C=C)CC(C)C,?,·
# Next results follow.
SMILES,S3 lipid droplet,S3 lipid droplet cell count max
O=c1c2cc(O)c(O)cc2oc2cc(O)c(C3OC(CO)C(O)C(O)C3O)c(O)c12 (configuration not stated),-7%,-27
COc1ccc(-c2cc(-c3c(O)c(OC)c4occc4c3OC)[nH]n2)cc1,?,·
O=C(NC1CCC(O)CC1)c1ccccc1OCc1ccc(F)cc1 (configuration not stated),-1%,8
c1cncc(-c2noc(-c3cccc4ccccc34)n2)c1,i,·
Cc1nc(C(=O)Nc2ccccc2)sc1C1(C)CC(c2cccc([N+](=O)[O-])c2)=NO1 (configuration not stated),?,·
COCCC(=O)Nc1c(-c2ccccc2)c2cc(Br)ccc2[nH]c1=O,?,·
CCn1cc(/C=N/NS(=O)(=O)c2ccc(OC)cc2)c(C)n1,?,·
CC(C)(C)NC(=O)COC(=O)CCC(=O)c1ccc(Cl)cc1,?,·
CC1(C)OC2CCN3C(C(O)COS3(=O)=O)C2O1 (configuration not stated),-19%,25
Cc1ccc(-c2cc(C(F)F)n3ncc(C(=O)N4CCN(c5cccc(C)c5C)CC4)c3n2)cc1,7%,9
CC(C)Cn1c(N)c(C(=O)COC(=O)COc2cccc(C(F)(F)F)c2)c(=O)n(C)c1=O,0%,-4
Cc1cccc(CC(=O)NCC2CCCCC2)c1,?,·
Nc1[nH]nc2nc(-c3ccccc3)[nH]c(=O)c12,-3%,4
O=C(c1cc(F)ccc1F)C1CCCN(C(=O)CCCN2CCCCC2=O)C1 (configuration not stated),?,·
O=c1oc2ccccc2c(O)c1C=Nc1cccnc1,?,·
CCOc1ccc(N(CC(=O)O)S(=O)(=O)c2cccnc2)cc1,?,·
CC(C)(C)c1ccc(C(=O)NNC(=O)Cc2cccc3ccccc23)cc1,0%,·
O=C(Cc1ccccc1)c1c[nH]c(C(=O)C(Cl)(Cl)Cl)c1,-5%,-12
CCOC(=O)c1c(N)sc(C(C)=O)c1C,-27%,·
CCOC(=O)c1c(C(F)(F)F)nc2ncccn12,?,·
O=C(CCN1C(=O)COc2ccccc21)NCCCN1CCc2ccccc2C1,?,·
CCOC(=O)NC(=O)C(=CNc1cccc(C)c1)C(=O)NC(=O)OCC,-2%,-1
O=C(Nc1ccc(OC(F)(F)F)cc1)c1[nH]ncc1[N+](=O)[O-],2%,0
Cc1cccn2c(=O)c(/C=C(\C#N)S(=O)(=O)c3ccccc3)c(N3CCN(Cc4ccccc4)CC3)nc12,?,·
Cc1ccc(NC(=O)Cn2ccc([N+](=O)[O-])n2)cc1Cl,?,·

# Arranged by the number under S3 lipid droplet cell count max (largest number first): 3 of the compounds above
SMILES,S3 lipid droplet,S3 lipid droplet cell count max
Cc1ccc(-c2cc(C(F)F)n3ncc(C(=O)N4CCN(c5cccc(C)c5C)CC4)c3n2)cc1,7%,9
CC(C)Cn1c(N)c(C(=O)COC(=O)COc2cccc(C(F)(F)F)c2)c(=O)n(C)c1=O,0%,-4
O=c1c2cc(O)c(O)cc2oc2cc(O)c(C3OC(CO)C(O)C(O)C3O)c(O)c12 (configuration not stated),-7%,-27

# More records
SMILES,S3 lipid droplet,S3 lipid droplet cell count max
Cc1nc(S(=O)(=O)c2ccc(Cl)cc2)nc2c1CCC2,3%,16
Clc1ccccc1C(c1ccccc1)(c1ccccc1)n1ccnc1,?,·
CCCCN1C(=O)C(O)=C(C(C)=O)C1c1ccccc1[N+](=O)[O-] (configuration not stated),?,·
Cc1ccccc1OC(C)C(=O)NC1CCCC1 (configuration not stated),i,·
CC1Cc2ccccc2N1C(=O)CCS(=O)(=O)c1cccc2nonc12 (configuration not stated),?,·
CCCCCCCC(=O)Nc1cc(C(=O)NCc2ccc(C)cc2)ccc1N1CCC2(CC1)CC(c1ccccc1)=NO2,?,·
CCOc1ccc(-n2ccc(=O)c(C(=O)Nc3ccc(S(=O)(=O)Nc4ncccn4)cc3)n2)cc1,i,-4
CCOc1ncccc1C(=O)N1CCN(S(=O)(=O)c2ccccc2)CC1,-7%,6
CCN(CC)CCCN1C(=O)C(=O)/C(=C(/O)c2ccccc2)C1c1cc(OC)ccc1OC (configuration not stated),-3%,2
O=P(O)(CP(=O)(c1ccccc1)c1ccccc1)c1ccccc1O,-5%,1
COc1ccc(N2CCN(S(=O)(=O)c3ccc(Br)s3)CC2)cc1,i,14
COc1ccccc1C(=O)N1CCN(S(=O)(=O)Cc2ccccc2)CC1,18%,0
O=C(NCCN1CCOCC1)C1CC(=O)N(c2ccc(Cl)cc2)C1 (configuration not stated),i,24
Cc1ccc(F)cc1NC(=O)COC(=O)c1ccc2ncsc2c1,?,·
COc1ccccc1C(=O)OCC(=O)c1cccc([N+](=O)[O-])c1,?,·
COC(=O)Cc1n[nH]c(=S)[nH]c1=O,-2%,-4
COc1ccc(OC)c(NC(=O)COC(=O)c2ccc(OC)c(S(=O)(=O)N3CCOCC3)c2)c1,?,·
O=C(NC(=O)c1ccccc1Cl)C(=O)Nc1ccc(Cl)cc1,8%,-12

# 3 structures out of the list, arranged by length of the SMILES, smallest number first.
SMILES,S3 lipid droplet,S3 lipid droplet cell count max
O=P(O)(CP(=O)(c1ccccc1)c1ccccc1)c1ccccc1O,-5%,1
COc1ccc(N2CCN(S(=O)(=O)c3ccc(Br)s3)CC2)cc1,i,14
CC1Cc2ccccc2N1C(=O)CCS(=O)(=O)c1cccc2nonc12 (configuration not stated),?,·

# Assay outcomes as filed in PubChem.
